Shn3 3UTR inh: reduces Shn3 3'UTR luciferase signal in osteoblasts | Clone20 osteoblast Shn3 3'UTR firefly luciferase, 24 h | inhibition, % at 12.5 µM | 360,000 tested, 0.52% active;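 active = mean inhibition of at least 75% with every replicate also reaching 75%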;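 note: 0% = median of neutral control wells and 100% = pilot-screen positive control compound; some compounds past the cut are filed as inactive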
CF NFkB inh: blocks PAF-induced NF-kB reporter in cystic fibrosis cells | KKLEB NF-kB-GFP reporter, GFP fluorescence overnight | inhibition, % at 5 µM | 360,000 tested, 0.86% active;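 active = at least 50% inhibition at 5 µM, scaled per plate between neutral and stimulator controls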;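 note: PAF is a Pseudomonas aeruginosa culture filtrate used as stimulus; plate controls were PAF-stimulated DMSO wells for no effect and unstimulated DMSO wells for full effect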
TRPM1 prom inh: inhibitors of MITF-driven TRPM1 promoter in melanoma cells; AID 488899; inhibition, % at 12.5 µM; 330,000 tested, 0.83% active; SK-MEL-5 TRPM1 promoter luciferase, 24 h;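 active = mean inhibition across replicates of 60% or more, whatever share of single replicates reaches that level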; note: values of inactives mirror those of a sister screen read the other way
NR2E3 ag-1: human photoreceptor-specific nuclear receptor agonism; CHO-S Gal4-NCOR/VP16-NR2E3 two-hybrid, luciferase; inhibition of corepressor binding, % at 3.98 µM; 360,000 tested, 0.35% active; AID 602229;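 active = inhibition above the mean of all tested compounds plus 3 SD, cut at about 70% in these data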;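 note: 0% = DMSO with NR2E3 transfected cells and 100% = cells lacking NR2E3 construct; higher means lower luciferase signal from less NR2E3 corepressor binding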
Target sequence (Q9Y5X4 whole entry, looked up, the tested form may be a part): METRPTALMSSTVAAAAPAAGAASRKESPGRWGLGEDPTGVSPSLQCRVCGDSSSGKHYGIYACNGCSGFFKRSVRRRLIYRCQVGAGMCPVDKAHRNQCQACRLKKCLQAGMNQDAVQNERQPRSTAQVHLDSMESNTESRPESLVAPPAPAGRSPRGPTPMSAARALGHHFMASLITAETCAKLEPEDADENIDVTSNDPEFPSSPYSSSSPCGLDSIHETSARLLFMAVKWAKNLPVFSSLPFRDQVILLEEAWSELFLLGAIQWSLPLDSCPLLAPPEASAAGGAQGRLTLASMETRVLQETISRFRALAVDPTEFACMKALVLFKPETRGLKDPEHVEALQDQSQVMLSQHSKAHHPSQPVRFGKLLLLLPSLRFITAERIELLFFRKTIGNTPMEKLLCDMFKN
aDG glyco act: increases alpha dystroglycan glycosylation; Pro5-aDG cells, alpha-DG glycosylation AlphaScreen (IIH6); 0% Pro5, 100% B10-LARGE cell signal; activation, % at 10 µM; 360,000 tested, 0.22% active; AID 624168;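 active = activation of at least 8% versus controls, or a plate z-score of at least 8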;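 note: Pro5 are CHO cells carrying HIG-tagged alpha-DG that lacks glycosylation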
KKLEB tox: counter-screen for CF NF-kB inhibitors: cytotoxicity. activity change (cytotoxicity), % at 5 µM. KKLEB CF airway cells viability, ATPlite luminescence, overnight; active compounds read low; cells stimulated with P. aeruginosa culture filtrate. 360,000 tested, 0.36% active;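 active = corrected activity change at or below -50% at 5 µM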
NR2E3 ag-2: agonists of human nuclear receptor NR2E3; Q9Y5X4; GST-NR2E3/biotin-RetCOR TR-FRET, 1536-well; inhibition of corepressor binding, % at 4.78 µM; 320,000 tested, 0.12% active; AID 2300;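 active = percent inhibition above the cutoff of mean plus 3 SD of all tested compounds, set per screening campaign, cut at about 20% in these data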;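 note: 0% = DMSO wells and 100% = biotin wells as full block of FRET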
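Format: 1536-well format; test system: GST-NR2E3 and biotin-RetCOR proteins; read-out basis: percent inhibition of TR-FRET ratio; timing: 5 h incubation at 4 °C; detection: time-resolved FRET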
Peg3 promoter: inhibitors of Peg3 promoter. HeLa PEG-Prom luciferase reporter, luminescence, overnight. inhibition, % at 20 µM. 360,000 tested, 1.7% active;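 active = inhibition of at least 50% at 20 µM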
HIF-2a block: HIF-2a inhibition | 786-0 RCC cells HIF-2a reporter, luciferase luminescence, overnight | inhibition, % at 18.8 µM | 360,000 tested, 0.72% active | AID 624352;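 active = inhibition of the luminescence signal of 40% or more relative to plate controls, in a single-dose primary screen at 18.75 µM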
TWEAK-Fn14 inh: TWEAK-Fn14 signaling inhibition; TWEAK-stimulated Fn14 reporter cells, luciferase luminescence, 8 h; inhibition, % at 10 µM; 360,000 tested, 2% active; in the data active = inhibition above about 50%
iPSC survival up: hiPSC single-cell survival enhancement; ATPlite luminescence; 100% = ROCK inhibitor wells, 0% = DMSO; survival enhancement, % at 20 µM; 360,000 tested, 0.044% active; in the data active = survival enhancement above about 18%;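 note: cells exposed to compounds for 16 hours before the ATP read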
Active calls of the source: *; / = no result given.

Screens by letter – A = Shn3 3UTR inh; B = CF NFkB inh; C = TRPM1 prom inh; D = NR2E3 ag-1; E = aDG glyco act; F = KKLEB tox; G = NR2E3 ag-2; H = Peg3 promoter; I = HIF-2a block; J = TWEAK-Fn14 inh; K = iPSC survival up
1	CC(Oc1ccc(Br)cc1)C(=O)Nc1nc(-c2ccccn2)cs1 (centres undefined)
  A: 43	B: 15	C: 67*	D: 76*	E: 3.0	F: -11	G: -3	H: 40	I: 21	J: -51	K: -0.4

2	CCc1nc2c(OCc3ccc(C#N)cc3)cccn2c1N(C)C(=O)C(C)C
  A: 0	B: -26	C: /	D: 4	E: 0.4	F: 18	G: /	H: -3	I: 13	J: -2	K: 6.5

3	COC(=O)c1cc(CNC(=O)c2ccccc2Cl)ccc1OC
  A: -10	B: -9	C: -3	D: -2	E: 0.2	F: 7	G: 0	H: 19	I: 15	J: 13	K: -1.2

4	CN(Cc1ccccc1)C(=O)c1csc([C@@H]2O[C@H](CO)[C@@H](O)[C@H]2O)n1
  A: 4	B: -16	C: /	D: 4	E: -0.1	F: 1	G: /	H: 6	I: 6	J: -6	K: 2.1

5	O=C(NCc1ccccc1C(F)(F)F)C1CCC(=O)N(C2CCCCCC2)C1 (centres undefined)
  A: -1	B: -5	C: 3	D: -1	E: 0.1	F: 6	G: 3	H: 9	I: -14	J: -2	K: -0.6

6	CC(=O)N1CCN(C(=O)Cn2c(=O)oc3ccccc32)CC1
  A: 9	B: 6	C: 2	D: 4	E: 0.1	F: -5	G: -6	H: 23	I: 17	J: 6	K: 3.2

7	CC(=O)Nc1ccc(S(=O)(=O)N2CCC(C(=O)O)(c3ccccc3)CC2)cc1
  A: -13	B: -7	C: 1	D: -23	E: 0.0	F: 12	G: 2	H: -1	I: 13	J: -5	K: -0.2

8	CC(CCc1ccccc1)NC(=O)CSc1ccccn1 (centres undefined)
  A: -2	B: 6	C: 3	D: 5	E: 0.3	F: -7	G: 0	H: -6	I: 4	J: 12	K: -0.2

9	COc1ccccc1NNC(=O)c1cc(C(C)(C)C)nn1Cc1ccccc1
  A: /	B: 7	C: -13	D: -13	E: -0.1	F: 8	G: 1	H: -74	I: -180	J: -14	K: -0.6

10	COc1cc(NC(=O)COC(=O)c2ccc3ccccc3n2)cc(OC)c1
  A: 8	B: -1	C: 11	D: 19	E: -0.1	F: 9	G: /	H: -1	I: 21	J: -2	K: -0.2

11	O=C(CCc1nnc(CCC2CCCCC2)o1)NCc1ccon1
  A: 6	B: 3	C: -6	D: -2	E: -0.1	F: 3	G: 2	H: -26	I: -17	J: 9	K: 2.2

12	O=[N+]([O-])c1cc([N+](=O)[O-])c(Oc2cc(Cl)ccc2Cl)cc1NC1CCCCCCC1
  A: 6	B: 19	C: 3	D: 4	E: -0.8	F: -24	G: -1	H: 2	I: 3	J: -20	K: 0.5

13	O=C(NCCc1ccccc1)C1CCCN1C(=O)Nc1ccccc1 (centres undefined)
  A: 27	B: 5	C: -8	D: -17	E: -0.2	F: 1	G: 1	H: 3	I: 5	J: 13	K: -0.4

14	CN(C(=O)c1cc2sccc2n1C)C1CCCCC1
  A: -81	B: 3	C: -82	D: -84	E: 0.0	F: -9	G: 1	H: -202	I: -147	J: 5	K: -1.8

15	CCOC(=O)C1=CN(Cc2ccco2)S(=O)(=O)N(CC)C1c1ccc(F)c(Cl)c1 (centres undefined)
  A: 12	B: 13	C: -2	D: -17	E: 0.1	F: 2	G: /	H: 10	I: 12	J: 3	K: 2.7

16	Cc1cc(O)ccc1Nc1nc(-c2sc(N)nc2C)cs1
  A: 12	B: -17	C: -17	D: -33	E: 0.0	F: 9	G: -1	H: -56	I: -20	J: 8	K: -2.0

17	CC(C)C(=O)NNC(=O)CSc1nc(C2CCCCC2)nc2ccccc12
  A: -5	B: 24	C: 12	D: -4	E: 0.0	F: -18	G: 3	H: 18	I: 25	J: 22	K: 2.3

18	Cc1cc(C)c2c(c1)c(C)cc1nnc(SCC(=O)c3cccs3)n12
  A: 4	B: -11	C: 6	D: 5	E: 0.4	F: -6	G: 0	H: 22	I: 23	J: -6	K: 4.3

19	CCOC(=O)C1CCCCN1Cc1cc(Cl)ccc1O (centres undefined)
  A: 7	B: 0	C: -3	D: -4	E: 0.0	F: 4	G: -1	H: 19	I: 5	J: -3	K: 0.4

20	CCc1ccc(C(=O)NNC(=O)CCc2nc3ccccc3c(=O)[nH]2)cc1
  A: -1	B: 8	C: 3	D: -18	E: -0.1	F: -4	G: 0	H: 20	I: 3	J: 26	K: -0.3

21	O=C(COC(=O)C1CCC1)Nc1ccc(Cl)cn1
  A: -31	B: 7	C: -5	D: -52	E: -0.1	F: 12	G: /	H: 4	I: 3	J: 4	K: -1.4

22	COCCNC(=O)/C(C#N)=C/c1ccc(C(=O)O)cc1
  A: -8	B: -3	C: -10	D: -13	E: -0.3	F: 0	G: -2	H: -9	I: 15	J: 12	K: 0.6

23	O=C(O)/C(=C1/OC(=O)c2ccccc21)c1ccccc1
  A: -11	B: 2	C: 6	D: -23	E: 1.2	F: 4	G: 3	H: 15	I: -2	J: -3	K: -0.3

24	COC(C(=O)Nc1ccccc1F)c1ccccc1 (centres undefined)
  A: 0	B: 6	C: 13	D: 0	E: -0.1	F: 2	G: 1	H: 4	I: 9	J: -5	K: 0.0

25	C/C(=C\C(=O)c1ccccc1)NCc1ccc(F)cc1
  A: 17	B: -13	C: -22	D: -20	E: 0.4	F: 11	G: 4	H: -112	I: -149	J: 0	K: -1.0

26	Cc1cc(NC(=O)COC(=O)C2CC2)ccc1Br
  A: -14	B: -9	C: -5	D: -5	E: 0.0	F: -2	G: 3	H: -5	I: -12	J: -7	K: 0.4

27	O=S(=O)(c1ccc(F)cc1)N1CCN(C(=S)NCC2CCCO2)CC1 (centres undefined)
  A: 1	B: -14	C: 4	D: 15	E: -0.4	F: 11	G: -1	H: 7	I: 7	J: -8	K: 0.0

28	O=C(c1cccc(F)c1F)N1CCCC1
  A: 3	B: -4	C: 3	D: 4	E: 0.2	F: 3	G: -6	H: -1	I: 20	J: -2	K: 5.0

29	C=CCN1CCN(C(=O)c2cc3c(s2)CCC(CC)C3)CC1 (centres undefined)
  A: -7	B: 9	C: 0	D: -5	E: 0.3	F: 1	G: 0	H: -76	I: -125	J: -27	K: -0.4

30	COc1ccc(OC)c(/C=C/c2ccnc3ccccc23)c1
  A: -5	B: 3	C: 5	D: -57	E: -0.3	F: 5	G: /	H: -24	I: -6	J: 40	K: -0.7

31	CC(C)C(c1nnnn1Cc1ccc(F)cc1)N1CCN(C(=O)c2ccco2)CC1 (centres undefined)
  A: -9	B: 5	C: -3	D: 5	E: 0.4	F: 5	G: -1	H: 17	I: 7	J: 12	K: 0.6

32	CCCc1cc(=O)oc2c(C)c(OCC(=O)NCCCN3CCOCC3)ccc12
  A: -8	B: 2	C: -11	D: 10	E: -0.1	F: -4	G: 6	H: 0	I: -4	J: -14	K: 0.4

33	COc1ccc2c(-c3ccccc3)cc(SCC(=O)N(C)C)nc2c1
  A: 0	B: 4	C: -2	D: -9	E: 0.1	F: 1	G: 2	H: 24	I: 27	J: 4	K: 1.0

34	CN1CCN(c2ccccc2NC(=O)c2ccc([N+](=O)[O-])cc2Cl)CC1
  A: 10	B: -12	C: 16	D: -11	E: 0.8	F: -3	G: -3	H: 5	I: 6	J: -1	K: -0.2

35	O=C(NCC1CCCO1)c1cn(Cc2ccccc2Cl)nc1-c1ccccc1 (centres undefined)
  A: -4	B: 1	C: 8	D: 9	E: 0.4	F: 14	G: /	H: 5	I: -9	J: -1	K: 0.2

36	COc1ccc(C(=O)Nc2sc(C)c(C)c2CN2CC(C)OC(C)C2)cc1 (centres undefined)
  A: -19	B: -7	C: -1	D: -51	E: 0.1	F: -6	G: 1	H: -77	I: -84	J: -21	K: -2.2

37	CCOc1ccc(S(=O)(=O)NCc2ccco2)cc1
  A: 2	B: 4	C: 3	D: 13	E: -0.4	F: -1	G: 2	H: -6	I: 10	J: 1	K: -1.0

38	C/C(N)=C(\C#N)C(=O)NCc1ccccn1
  A: 0	B: 2	C: -6	D: -14	E: 0.0	F: 9	G: 5	H: -7	I: -26	J: -2	K: 0.0

39	COCCSc1nnc(-c2cccc(C#N)c2)n1C
  A: 18	B: 17	C: 6	D: 8	E: 0.1	F: -9	G: 4	H: 7	I: 0	J: -14	K: -3.3

40	CN(C)S(=O)(=O)N1CCC(Oc2ccc(C(=O)N3C[C@H]4CC[C@H]3C4)cc2)CC1
  A: 41	B: -23	C: 29	D: 60	E: 0.5	F: 0	G: 0	H: 22	I: -12	J: -11	K: 0.8

10 entries out of the list, arranged by formula weight, lowest first:
Screens by letter – A = Shn3 3UTR inh; B = CF NFkB inh; C = TRPM1 prom inh; D = NR2E3 ag-1; E = aDG glyco act; F = KKLEB tox; G = NR2E3 ag-2; H = Peg3 promoter; I = HIF-2a block; J = TWEAK-Fn14 inh; K = iPSC survival up
28	O=C(c1cccc(F)c1F)N1CCCC1
  A: 3	B: -4	C: 3	D: 4	E: 0.2	F: 3	G: -6	H: -1	I: 20	J: -2	K: 5.0

38	C/C(N)=C(\C#N)C(=O)NCc1ccccn1
  A: 0	B: 2	C: -6	D: -14	E: 0.0	F: 9	G: 5	H: -7	I: -26	J: -2	K: 0.0

39	COCCSc1nnc(-c2cccc(C#N)c2)n1C
  A: 18	B: 17	C: 6	D: 8	E: 0.1	F: -9	G: 4	H: 7	I: 0	J: -14	K: -3.3

29	C=CCN1CCN(C(=O)c2cc3c(s2)CCC(CC)C3)CC1 (centres undefined)
  A: -7	B: 9	C: 0	D: -5	E: 0.3	F: 1	G: 0	H: -76	I: -125	J: -27	K: -0.4

33	COc1ccc2c(-c3ccccc3)cc(SCC(=O)N(C)C)nc2c1
  A: 0	B: 4	C: -2	D: -9	E: 0.1	F: 1	G: 2	H: 24	I: 27	J: 4	K: 1.0

36	COc1ccc(C(=O)Nc2sc(C)c(C)c2CN2CC(C)OC(C)C2)cc1 (centres undefined)
  A: -19	B: -7	C: -1	D: -51	E: 0.1	F: -6	G: 1	H: -77	I: -84	J: -21	K: -2.2

35	O=C(NCC1CCCO1)c1cn(Cc2ccccc2Cl)nc1-c1ccccc1 (centres undefined)
  A: -4	B: 1	C: 8	D: 9	E: 0.4	F: 14	G: /	H: 5	I: -9	J: -1	K: 0.2

32	CCCc1cc(=O)oc2c(C)c(OCC(=O)NCCCN3CCOCC3)ccc12
  A: -8	B: 2	C: -11	D: 10	E: -0.1	F: -4	G: 6	H: 0	I: -4	J: -14	K: 0.4

40	CN(C)S(=O)(=O)N1CCC(Oc2ccc(C(=O)N3C[C@H]4CC[C@H]3C4)cc2)CC1
  A: 41	B: -23	C: 29	D: 60	E: 0.5	F: 0	G: 0	H: 22	I: -12	J: -11	K: 0.8

31	CC(C)C(c1nnnn1Cc1ccc(F)cc1)N1CCN(C(=O)c2ccco2)CC1 (centres undefined)
  A: -9	B: 5	C: -3	D: 5	E: 0.4	F: 5	G: -1	H: 17	I: 7	J: 12	K: 0.6

Not a hit list, and some 4.4% of all compounds hit somewhere here.
